EPAC2 antagonist = antagonists of human EPAC2. EPAC2 GEF exchange of Rap1B-BODIPY-GDP, fluorescence. Potency, µM (highest dose often 114 µM), without a hit: top-dose activity, negative = inhibition, hits mostly inhibitors. 0.18% of 360,000 active. AID 720708; note: % is set by controls: 0 for no effect and ±100 for the full control effect; nearly all actives have a fitted effect of over 45% in size; many of its hits are not listed in these tables
TDP-43 yeast inh = inhibitors of TDP-43 toxicity in yeast; TDP-43 expressing yeast growth rescue, BacTiter-Glo, 24 h; AID 652104; 1.8% of 410,000 active; Potency, µM (highest dose often 46.1 µM), without a hit: at the top dose growth rescue (activation), usual class: activators; note: % of control where 0% means no effect; nearly all actives have a fitted effect of over 50% in size
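Luminescence from BacTiter-Glo reports growth of TDP-43-expressing yeast after 24 hr at 30 deg C with compound. Cells were raffinose-pregrown to mid-log, then seeded in galactose medium at OD600=0.02.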
PTHR1 agonist = agonists of human PTHR1 parathyroid hormone receptor; Q03431; HEK293 GP2 PTHR1 cells, GloSensor cAMP luminescence, 1 h; Potency, µM (top dose mostly 115 µM), for inactives: at the highest dose activation, usual class: activators; 0.075% of 410,000 active; note: nearly all actives have a fitted effect of over 55% in size; some results filed as inactive show a strong effect at the top dose; inactives centre near -15; many of its hits are not listed in these tables
Target sequence (Q03431 whole entry, looked up): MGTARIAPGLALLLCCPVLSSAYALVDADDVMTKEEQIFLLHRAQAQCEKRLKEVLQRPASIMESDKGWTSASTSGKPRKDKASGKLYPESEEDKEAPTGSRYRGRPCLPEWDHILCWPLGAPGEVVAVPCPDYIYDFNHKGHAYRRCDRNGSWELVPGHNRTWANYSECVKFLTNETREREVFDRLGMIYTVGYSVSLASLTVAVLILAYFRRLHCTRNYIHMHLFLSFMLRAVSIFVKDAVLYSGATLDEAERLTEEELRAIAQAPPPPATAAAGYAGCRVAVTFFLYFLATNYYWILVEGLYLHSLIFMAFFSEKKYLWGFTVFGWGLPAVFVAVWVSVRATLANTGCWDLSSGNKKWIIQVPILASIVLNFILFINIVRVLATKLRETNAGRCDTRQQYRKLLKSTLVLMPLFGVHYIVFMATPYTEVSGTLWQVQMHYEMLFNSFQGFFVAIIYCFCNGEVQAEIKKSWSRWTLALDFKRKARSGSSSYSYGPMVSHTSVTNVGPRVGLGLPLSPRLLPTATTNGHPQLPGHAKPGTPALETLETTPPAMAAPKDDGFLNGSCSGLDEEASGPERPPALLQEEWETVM
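HEK-293-derived GP2 cells expressing PTHR1 and a GloSensor cAMP reporter, 3,000/well, plated overnight, given luciferin plus IBMX (each 0.5 mM as added) for 1 h at 37 °C, then compound for 1 h at 37 °C. Luminescence was read after 15 min at room temperature.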
EPAC2 agonist = agonists of human EPAC2 (RAPGEF4) | Q8WZA2 | EPAC2 activation, biochemical qHTS; response scale: 100% = 6.5 mM cAMP response | Potency, µM (highest dose often 154 µM), for the others: at the top dose activation, usual class: activators | 0.079% of 360,000 active | AID 720711; note: nearly all actives have a fitted effect of over 50% in size
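Nucleotide exchange monitored as fluorescence drop when BODIPY-GDP leaves Rap1B. Reaction: 100 nM EPAC2, 250 nM RAP1B-BODIPY-GDP, 50 uM GDP, room temperature, kinetic read over 30 min. Activity expressed relative to 6.5 mM cAMP.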
EPAC1 agonist = activates human EPAC1 exchange factor; O95398; EPAC1 agonist qHTS, biochemical assay; response scale: 100% = response to 6.5 mM cAMP; Potency, µM (doses to about 154 µM), for inactives: top-dose activation, hits mostly activators; 0.073% of 360,000 active; note: nearly all actives have a fitted effect of over 60% in size
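Read-out is the fluorescence drop as BODIPY-GDP leaves Rap1B (480 nm excitation, 540 nm emission), recorded every 5 minutes over 30 minutes. Reactions held 100 nM EPAC1, 250 nM Rap1B–BODIPY-GDP and 50 uM GDP, with 6.5 mM cAMP setting full activation.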
aSyn yeast inh = rescues yeast growth from alpha-synuclein toxicity; Yeast expressing alpha-synuclein, growth rescue, BacTiter-Glo, 24 h; Potency, µM (titrated, usually from 46.1 µM), without a hit: top-dose growth rescue (activation), most hits filed as activators; 0.14% of 370,000 active; note: % of control where 0% means no effect; nearly all actives have a fitted effect of over 65% in size
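Galactose-induced alpha-syn yeast (OD600=0.02, raffinose-pregrown) + pinned cpd, 24 hr, 30 deg C; growth by BacTiter-Glo luminescence. Growth restoration scores as activation.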
EPAC1 antagonist = EPAC1 (human) antagonism. O95398. EPAC1 GEF assay, Rap1b-BODIPY-GDP exchange fluorescence. Potency, µM (doses to about 115 µM), without a hit: top-dose activity change, negative = inhibition, hits mostly inhibitors. 0.14% of 360,000 active. AID 720709;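 note: plate controls were vehicle for no effect and positive control for full effect; nearly all actives have a fitted effect of over 50% in size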
FUS suppressor = suppressors of FUS proteinopathy in yeast. S. cerevisiae FUS-expressing, growth rescue, OD600, 24 h. Potency, µM (doses to about 76.6 µM), inactives show top-dose growth rescue (activation), hits mostly activators. 0.24% of 390,000 active;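 note: plate controls were DMSO vehicle for no effect and reference control for full effect; nearly all actives have a fitted effect of over 55% in size; some results filed as inactive show a strong effect at the top dose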
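Steps: raffinose overnight preculture; dilution to OD 0.005 in 2% galactose minimal medium; compound addition (concentration series); 24hr at 30C, 99% humidity; absorbance read at 600 nm.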
Numbers without * were called inactive; i = inactive; ? = inconclusive; . = no result given; & = joins results of further samples; [ ] = dose if it differs, or a comment. Calls come from the whole dose curve; as a rule, active = well fitted curve in the direction sought with a large enough effect; inconclusive = small, poorly fitted or top-dose-only effect, or another doubt; inactive = no such curve, though single readings can be large; an effect the other way counts as inactive or inconclusive. Potency is the fitted concentration of half-maximal effect. Some of the compounds tested; the hit share may differ from the screen's.

SMILES | EPAC2 antagonist | TDP-43 yeast inh | PTHR1 agonist | EPAC2 agonist | EPAC1 agonist | aSyn yeast inh | EPAC1 antagonist | FUS suppressor
COc1ccc(OC2OC3COC(c4ccco4)OC3C(O)C2NC(C)=O)cc1 (configuration not stated) | -7% | -13% | 18% | 13% | -6% | -15% | -6% | .
C=CCN(CC(=O)Nc1cccnc1)S(=O)(=O)c1ccc(Cl)cc1 | -11% | -29% | 15% | 4% | 0% | -3% | -5% | 21%
CCCCN1CC(=O)N2[C@H](c3ccc(OC)cc3)[C@@H]3C(=O)N(CC)C(=O)[C@@H]3[C@]2(Cc2ccccc2)C1=O | 15% | 15% | -9% | 13% | 3% | 5% | 8% | 6%
O=C(NCc1cccc(C(F)(F)F)c1)C1CC2Cn3c(nc4ccccc43)C2N1Cc1ccccc1 (configuration not stated) | -6% | 11% | i | -1% | 1% | -20% | -5% | -1%
CCOc1ccc(NC(=O)CN(C)CC(=O)NC2CCCc3ccccc32)cc1OCC (configuration not stated) | -3% | 1% | i | 1% | 1% | 4% | 1% | 26%
CCN1CCN(C(=O)CN(C)S(=O)(=O)c2ccc(Cl)cc2)CC1 | -1% | -13% | -13%[57.5 µM] | 13% | 1% | -5% | 5% | 31%
N=C(N)SCc1ccccn1 | 0% | 12% | i | 5% | -1% | -1% | 5% | .
Cc1cc([N+](=O)[O-])ccc1NC(=O)CSc1nccn1C | . | 10% | i | . | . | ? | . | -12%
COCCN(C(=S)Nc1ccc(C)cc1)C(C)c1cccnc1 (configuration not stated) | ? | 1% | -12% | 1% | 2% | 2% | ? | 3%
Cc1noc(C)c1CSc1cc(C)c2ccccc2n1 | -3% | 6% | -10%[57.5 µM] | 21% | 16% | 10% | 3% | -20%
CC1(C)CC(N2CN(C3CCCCC3)CC2=O)CC(C)(C)N1 | 20%[57.1 µM] | -8% | -19%[57.5 µM] | -19% | 1% | -6% | -6% | -4%
C=CCN(C(=O)c1csnn1)C(C(=O)NC1CCCC1)c1ccc(Cl)cc1 (configuration not stated) | -10% | 5% | -8% | -5% | -4% | 9% | -12% | 9%
CC(=O)Nc1ccc(C(=O)COC(=O)C2CC2C)c(F)c1 (configuration not stated) | -1% | -17% | -18% | 3% | 4% | -14% | -17% | -6%
Cn1ncc(N=Cc2ccccc2)c1C(N)=O | 13% | 1% | i | -2% | -2% | -5% | -2% | -59%[inhibitor]
CC(C)n1c(=O)[nH]c2cc(C(=O)Nc3ccccc3)ccc21 | 4% | -16% | -4% | -2% | 13% | 6% | 27% | 12%
COCCNC(=O)CN(C(=O)CCC(=O)Nc1nccs1)c1ccccc1OC | 1% | 18% | -5% | 0% | 6% | 1% | 5% | -8%
CCCCN=C(N)/C(C(=O)OCC)=C(\O)c1ccc(OC)cc1 | -11% | 14% | 5%[57.5 µM] | 3% | -3% | 8% | -1% | 10%
O=C(O)CCN1CCc2ccccc2C1c1ccncc1 (configuration not stated) | 4% | 18% | i | 2% | 0% | -6% | -14% | -35%
COc1cccc(NC(=O)CN(C)C(C)C(=O)Nc2ccc(S(=O)(=O)N3CCCC3)cc2)c1 (configuration not stated) | 7% | 18% | i | 0% | 1% | 4% | -7% | 24%
CC1CCCC(C)N1C(=O)COC(=O)CNC(=O)c1ccc(Cl)cc1Cl (configuration not stated) | 15% | 10% | -19% | 5% | -15% | 8% | 7% | 2%
CNc1ccc(/C=C(\C#N)C(=O)Nc2ccccn2)cc1[N+](=O)[O-] | ? | -3% | -3% | -48%[inhibitor] | 6% | -6% | -22% | -4%
N#CC1=C(N)Oc2n[nH]c(-c3ccccc3)c2C12C(=O)Nc1ccccc12 (configuration not stated) | -2% | 5% | -20% | 1% | 5% | 1% | -2% | 8%
CCOc1ccccc1C=NN1CCCCCC1 | 9% | 20% | -9% | -6% | -6% | 2% | -8% | 3%
CCCCNC(=O)COC(=O)c1c2c(nc3ccccc13)/C(=C/c1cccs1)CC2 | 2% | ? | i | -1% | -7% | 0% | -2% | 26%
CCCCC1(CC(=O)OC)C(=O)N(c2ccccc2)N(c2ccccc2)C1=O | ? | 8% | i | 6% | -5% | 7% | -20% | 17%

11 of the compounds above, with tabs:
Structure	EPAC2 antagonist	TDP-43 yeast inh	PTHR1 agonist	EPAC2 agonist	EPAC1 agonist	aSyn yeast inh	EPAC1 antagonist	FUS suppressor
COc1ccc(OC2OC3COC(c4ccco4)OC3C(O)C2NC(C)=O)cc1 (configuration not stated)	-7%	-13%	18%	13%	-6%	-15%	-6%	.
C=CCN(CC(=O)Nc1cccnc1)S(=O)(=O)c1ccc(Cl)cc1	-11%	-29%	15%	4%	0%	-3%	-5%	21%
CCCCN1CC(=O)N2[C@H](c3ccc(OC)cc3)[C@@H]3C(=O)N(CC)C(=O)[C@@H]3[C@]2(Cc2ccccc2)C1=O	15%	15%	-9%	13%	3%	5%	8%	6%
O=C(NCc1cccc(C(F)(F)F)c1)C1CC2Cn3c(nc4ccccc43)C2N1Cc1ccccc1 (configuration not stated)	-6%	11%	i	-1%	1%	-20%	-5%	-1%
CCOc1ccc(NC(=O)CN(C)CC(=O)NC2CCCc3ccccc32)cc1OCC (configuration not stated)	-3%	1%	i	1%	1%	4%	1%	26%
CCN1CCN(C(=O)CN(C)S(=O)(=O)c2ccc(Cl)cc2)CC1	-1%	-13%	-13%[57.5 µM]	13%	1%	-5%	5%	31%
N=C(N)SCc1ccccn1	0%	12%	i	5%	-1%	-1%	5%	.
Cc1cc([N+](=O)[O-])ccc1NC(=O)CSc1nccn1C	.	10%	i	.	.	?	.	-12%
COCCN(C(=S)Nc1ccc(C)cc1)C(C)c1cccnc1 (configuration not stated)	?	1%	-12%	1%	2%	2%	?	3%
Cc1noc(C)c1CSc1cc(C)c2ccccc2n1	-3%	6%	-10%[57.5 µM]	21%	16%	10%	3%	-20%
CC1(C)CC(N2CN(C3CCCCC3)CC2=O)CC(C)(C)N1	20%[57.1 µM]	-8%	-19%[57.5 µM]	-19%	1%	-6%	-6%	-4%

(cont.)
SMILES | EPAC2 antagonist | TDP-43 yeast inh | PTHR1 agonist | EPAC2 agonist | EPAC1 agonist | aSyn yeast inh | EPAC1 antagonist | FUS suppressor
O=C1CC(/C=C/c2ccncc2)=Nc2ccccc2N1 | -4% | 3% | -31% | -2% | 9% | -4% | 13% | 2%
CC(C)c1nc(CNC(=O)C2CCC(=O)N(Cc3ccc(Cl)cc3)C2)no1 (configuration not stated) | 0% | 1% | 10% | 12% | -5% | 0% | ? | -3%
CN(Cc1c(F)cccc1Cl)C(=O)c1cccc(S(=O)(=O)NCc2ccccc2)c1 | -1% | 28% | -27% | 0% | 8% | 12% | -16% | 15%
Cc1cc(C)c(S(=O)(=O)NCC2CCC(C(=O)NCCCN3CCOCC3)CC2)c(C)c1 (configuration not stated) | -15% | -15% | -22% | -5% | 7% | 10% | 0% | 2%
CN1CCN(c2ccncc2S(=O)(=O)N2CCCC2)CC1 | 0% | 19% | i | 7% | 0% | 4% | 5% | -12%
CCn1c(NC(=O)c2ccc(C)cc2)c2ccccc2nc1=O | 8% | 4% | i | 8% | 1% | -7% | 4% | .
Cn1c(C(=O)Nc2ccc3c(c2)OCO3)cc2sccc21 | 3% | 0% | -40%[inhibitor] | 15% | 14% | -11% | 12% | .
Cc1ccc(S(=O)(=O)Oc2ccc(/C=N/NC(=O)c3cccnc3)cc2)cc1 | -18% | ? | -6% | 1% | 0% | 10% | -12% | 20%
CCOC(=O)c1ccc(NC(=O)C2CC(=O)NC(=Nc3ccc(C)c(C)c3)S2)cc1 (configuration not stated) | . | 4% | -14% | . | . | -7% | . | -10%
CC(=O)c1cc(-c2ccccc2)n(CC(=O)Nc2ccc(C)c(C)c2)c1C | 12% | 14%&14% | -1% | 2% | -1% | -12% | -1% | 7%&-3%
CC(=O)c1n[nH]nc1Nc1nc(C)cc(C)n1 | 3% | -7% | i | 9% | 3% | 3% | 7% | -13%
NNc1nc(Nc2ccc([N+](=O)[O-])cc2)nc(N2CCCCCC2)n1 | 2% | ? | -13% | 5% | -1% | -9% | -16% | 21%
Cc1onc(-c2ccccc2Cl)c1C(=O)Nc1cccc(S(=O)(=O)NC2=NCCC2)c1 | 2% | -6% | i | 10% | 7% | 2% | 8% | 16%
CCN(CC)CCNC(=O)c1ccc(Cl)c(S(=O)(=O)Nc2ccccc2OC)c1 | 8% | 3% | i | -4% | -9% | -8% | -11% | -19%
O=C(Nc1ccc(O)cc1)C1CCCO1 (configuration not stated) | 2% | -27% | -1%[57.5 µM] | 7% | -4% | 0% | 0% | 11%
O=C(CSc1nnc(Cc2cc(=O)[nH]c(=O)[nH]2)n1-c1ccc(Cl)cc1)NCC1CCCO1 (configuration not stated) | -26% | -24% | i | 6% | 4% | 0% | -7% | 17%
Cc1ccc(C(=O)NCCS(=O)(=O)N2CCN(c3ccccc3F)CC2)cc1[N+](=O)[O-] | -5% | 23% | i | 5% | 6% | 1% | 4% | 8%
Cc1ccc(C(=O)c2oc3ccccc3c2NC(=O)COc2ccccc2C)cc1 | . | -22% | -47% | . | . | -16% | . | -33%
CCCCCOc1ccc(C(=O)CCC(=O)N2CCCC2)cc1 | -7% | -16% | -22% | 6% | -3% | -1% | -24% | 31%
c1csc(-c2nc(N3CCOCC3)c3ccccc3n2)c1 | ? | -15% | -14% | 11% | -14% | -8% | -22% | 11%
COc1ccc(NC(=O)Cc2nnc(SCC(=O)NC3CCCCC3C)n2C)cc1 (configuration not stated) | -1% | -14% | i | 10% | 4% | -2% | 9% | 0%
Cc1c(C=O)c2ccccc2n1CCOc1ccccc1F | 5% | 19% | i | 3% | 1% | 1% | -12% | -12%
CC(C)(C)[C@H]1C=C(C(=O)NC2CC2)O[C@@H](OCCCCO)C1 | 22% | 9% | -25% | 2% | 2% | 3% | 2% | -15%
CC(=O)N(CCCN1CCOCC1)Cc1ccncc1 | -1% | -9% | i | -5% | 3% | 0% | -14% | 9%
COc1ccc(C(CNC(=O)c2ccc(N3CCCC3=O)cc2)N(C)C)cc1 (configuration not stated) | 0% | 7% | -19%[57.5 µM] | 5% | 10% | -1% | -2% | 5%
Cc1ccc(S(=O)(=O)N2CCOCC2)cc1C(=O)c1nccn1C | 10% | 15% | i | 0% | -5% | 7% | 11% | 5%

Screens from PubChem BioAssay.
